proCasp7 act: procaspase-7 activators, primary screen, counter-screen for procaspase-3 activator project, biochemical, absorbance, HTS, human. Caspase-7 (Homo sapiens), P55210. recombinant procaspase-7, Ac-DEVD-pNA absorbance 405 nm; D23A/D198A/D206A triple mutant, cannot self-cleave; scale: DMSO 0, 5 µM enzyme 100. 330,000 compounds, 0.093% hits. AID 463210, 2010. activation, % at 8.5 µM;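 active = percent activation above the screen-wide mean plus 3 SD, cut at about 25% in these data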
Target sequence (P55210 whole entry D23A/D198A/D206A): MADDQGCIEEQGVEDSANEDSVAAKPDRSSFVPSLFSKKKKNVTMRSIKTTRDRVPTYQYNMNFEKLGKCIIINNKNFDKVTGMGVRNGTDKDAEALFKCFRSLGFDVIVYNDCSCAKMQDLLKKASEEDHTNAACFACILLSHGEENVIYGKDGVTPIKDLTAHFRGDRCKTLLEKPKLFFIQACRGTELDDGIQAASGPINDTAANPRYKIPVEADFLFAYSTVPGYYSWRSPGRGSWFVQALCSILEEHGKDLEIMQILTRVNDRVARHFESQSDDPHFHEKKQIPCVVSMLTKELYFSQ
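Assay system: Uncleavable procaspase-7 mutant enzyme / Input: 2 µM procaspase-7 mutant as dispensed / Dosing: single nominal 8.5 µM compound dose, 0.8% DMSO final / Timing: 1 h enzyme–compound preincubation and 2 h substrate reaction, both 25 °C / Detection: p-Nitroaniline absorbance at 405 nm, read at 0 and 120 min / Replication: singlicate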
VLA-4 inh: inhibition in human VLA-4 binding assay, primary screen, VLA-4 allosteric modulator project, MLPCN library, flow cytometry, VLA-4 expressing cells | Integrin alpha-4 (Homo sapiens), P13612 | ligand binding flow cytometry | inhibition, % (about 7 µM as worked out from the volumes in the protocol) | 330,000 compounds, 0.2% hits; in the data active = inhibition above about 50%
GRK2 aptamer HTS: compounds blocking aptamer binding on GRK2 – biochemical, human GRK2, bead flow cytometry, HTS, primary screen. FAM-aptamer displacement from GRK2. inhibition of aptamer binding, % at 10 µM. 330,000 compounds, 0.59% hits. AID 488847, 2010;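 active = inhibition of aptamer binding above 40%, roughly 3 SD of noise, on plates passing a quality check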;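 also: median bead fluorescence of bound FAM aptamer so fluorescent compounds give negative values; no value below 0 was filed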
PP1 inh: PP1-alpha phosphatase inhibitors, primary screen, counter-screen for PP5 inhibitor project, biochemical, fluorescence, OMFP substrate, single point | purified PP1alpha | 320,000 compounds, 0.9% hits | inhibition, % at 6.7 µM | Serine/threonine-protein phosphatase PP1-alpha catalytic subunit (Homo sapiens), P62136;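 active = inhibition above the mean inhibition of all tested compounds plus 3 SD, computed separately for each screening campaign, cut at about 15% in these data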
PP5 primary: PP5 phosphatase inhibitors, primary screen, biochemical, fluorescence; Serine/threonine-protein phosphatase 5 (Homo sapiens), P53041; purified PP5c, OMFP substrate fluorescence; inhibition, % at 6.7 µM; 320,000 compounds, 0.18% hits; AID 1987, 2009;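 active = inhibition above the campaign's mean inhibition across all tested compounds plus 3 SD, cut at about 9.5% in these data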;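 also: 0% = DMSO only and 100% = 100 µM cantharidin control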
Fh CTSL1 inh: Fasciola hepatica cathepsin L1 inhibitors, primary screen, counter-screen for PFM18AAP inhibitor project, biochemical, QFRET, fluorogenic peptide substrate; recombinant F. hepatica cathepsin L1, Z-Leu-Arg-MCA fluorescence; inhibition, % at 5.96 µM; 300,000 compounds, 0.49% hits; AID 1906, 2009;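 active = inhibition above the mean of all tested compounds plus 3 SD, set per screening campaign, cut at about 17% in these data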;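 also: 0% = plate median of test compound wells and 100% = 1 µM Z-Phe-Ala-diazomethylketone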
GASC-1 inh: inhibitors of GASC-1 histone demethylase, primary screen, biochemical, fluorescence, DELFIA europium. AID 2099, 2009. Lysine-specific demethylase 4C (Homo sapiens), Q9H3R0. inhibition, % at 2.35 µM. 330,000 compounds, 0.069% hits. GST-JMJD2C(1-420) H3K9me3 demethylation;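 active = more than half of a compound's replicate wells show inhibition beyond 50%, single wells judged on their own value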;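 also: signal counts dimethyl H3K9 product captured on neutravidin plate; 0% = median of DMSO wells and 100% = 0.3 times that DMSO median; strong numbers were not always called active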
Target sequence (Q9H3R0 1-420 limits assumed): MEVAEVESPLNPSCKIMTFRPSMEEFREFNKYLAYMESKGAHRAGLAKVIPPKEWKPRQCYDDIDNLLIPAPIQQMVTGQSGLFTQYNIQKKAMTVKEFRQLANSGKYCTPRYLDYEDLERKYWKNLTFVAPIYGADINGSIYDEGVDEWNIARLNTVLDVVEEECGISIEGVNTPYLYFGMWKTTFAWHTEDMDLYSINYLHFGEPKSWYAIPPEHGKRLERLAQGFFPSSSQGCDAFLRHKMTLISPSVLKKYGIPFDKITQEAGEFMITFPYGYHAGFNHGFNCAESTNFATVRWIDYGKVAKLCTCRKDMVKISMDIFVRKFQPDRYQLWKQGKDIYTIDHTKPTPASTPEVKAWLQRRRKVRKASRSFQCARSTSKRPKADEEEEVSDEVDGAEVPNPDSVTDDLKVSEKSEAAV
proCasp3 act: activators of human procaspase-3 D3A mutant, primary screen, biochemical, absorbance, PC-3 D3A mutant, single concentration; recombinant procaspase-3 D3A, Ac-DEVD-pNA absorbance 405 nm; activation, % at 8.5 µM; 330,000 compounds, 0.11% hits; AID 463141, 2010;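 active = activation above the mean of all tested compounds plus 3 SD, cut at about 21% in these data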;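 also: 0% = DMSO alone and 100% = DMSO wells spiked with extra 5 µM PC-3 D3A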
Target sequence (P42574 whole entry D9A/D28A/D175A): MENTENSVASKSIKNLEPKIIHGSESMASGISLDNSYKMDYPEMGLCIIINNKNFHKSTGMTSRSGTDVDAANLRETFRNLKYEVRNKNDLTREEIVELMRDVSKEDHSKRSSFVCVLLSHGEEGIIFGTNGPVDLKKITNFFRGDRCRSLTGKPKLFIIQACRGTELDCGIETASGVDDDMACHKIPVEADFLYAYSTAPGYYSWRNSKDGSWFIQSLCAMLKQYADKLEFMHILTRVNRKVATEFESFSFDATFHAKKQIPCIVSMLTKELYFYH
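Test system: Procaspase-3 D3A mutant; medium: Zinc-free HEPES/NaCl buffer with 0.01% Triton X-100 at pH 7.4; reagent: DEVD-pNA substrate; doses: one concentration, 8.5 µM nominal, 0.8% DMSO; times: 1 h preincubation plus 2 h reaction at 25 °C; signal: Epi-absorbance at 405 nm of released p-nitroaniline, 0 and 120 min; replicates: singlicate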
core dimer inh: inhibitors of HCV core protein dimerization, primary screen, biochemical, TR-FRET, high-throughput. 300,000 compounds, 0.33% hits. TR-FRET GST/Flag-core106 dimerization, 1536-well. AID 1899, 2009. inhibition, % at 5 µM;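 active = inhibition above the mean of all tested compounds plus 3 SD, set per screening campaign, cut at about 45% in these data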
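Assay system: GST-tagged and Flag-tagged HCV core protein residues 1-106 / Times: compound-protein-antibody incubation 4 h at 22.5 °C / Signal: time-resolved FRET, ex 340 nm, em 617 and 671 nm / Evaluation: % inhibition based on acceptor/donor emission ratio / Benchmarks: wells lacking GST-core106 and wells with excess unlabelled core106 / Repeats: singlicate, one well per compound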
The depositor's hits bear a star; x = not tested or not shown.

The opening 5 entries (preview)
SMILES	proCasp7 act	VLA-4 inh	GRK2 aptamer HTS	PP1 inh	PP5 primary	Fh CTSL1 inh	GASC-1 inh	proCasp3 act	core dimer inh
COc1cc2c3c(c1OC)C1(C=CC(=O)C=C1)CC3N(C(C)=O)CC2 (configuration not stated)	-10	5	1	-7	1.3	-5	-1	8	0
CCc1ccc(OCCCC(=O)O)c(Br)c1	6	6	2	-1	-0.5	1	-1	-2	-9
Cc1[nH]n2c(=O)c(C#N)c(-c3ccccc3)nc2c1-c1ccccc1	16	-1	1	0	-1.3	11	1	3	7
CCN1C(=O)OC2(CCCCC2)C1(C)O (configuration not stated)	-4	11	1	-4	-1.7	-2	6	2	6
CCC(=O)Nc1ccc(S(=O)(=O)N2CCOCC2)cc1	2	28	2	0	-1.2	-3	10	-7	-9

All compounds of this part, from the start:
SMILES	proCasp7 act	VLA-4 inh	GRK2 aptamer HTS	PP1 inh	PP5 primary	Fh CTSL1 inh	GASC-1 inh	proCasp3 act	core dimer inh
COc1cc2c3c(c1OC)C1(C=CC(=O)C=C1)CC3N(C(C)=O)CC2 (configuration not stated)	-10	5	1	-7	1.3	-5	-1	8	0
CCc1ccc(OCCCC(=O)O)c(Br)c1	6	6	2	-1	-0.5	1	-1	-2	-9
Cc1[nH]n2c(=O)c(C#N)c(-c3ccccc3)nc2c1-c1ccccc1	16	-1	1	0	-1.3	11	1	3	7
CCN1C(=O)OC2(CCCCC2)C1(C)O (configuration not stated)	-4	11	1	-4	-1.7	-2	6	2	6
CCC(=O)Nc1ccc(S(=O)(=O)N2CCOCC2)cc1	2	28	2	0	-1.2	-3	10	-7	-9
CCN(CC)c1ccc(/C=N/N2CCN(Cc3ccc(Cl)cc3)CC2)c(O)c1	0	3	0	-3	0.2	-2	3	1	-1
CCCC(=O)Nc1ccccc1NC(=O)c1ccc(OCC)cc1	4	22	1	-2	2.1	-3	3	6	8
OCCN1CCN(CC(O)C(F)(F)F)CC1 (configuration not stated)	7	7	2	-6	-0.1	-4	-10	-1	1
O=C(CN(CCc1ccccc1)S(=O)(=O)c1ccc(Cl)cc1)N/N=C/c1ccccc1C(=O)O	-2	7	2	0	-0.8	0	-9	-2	15
COc1ccccc1-c1nnc(SC2CCc3ccccc3NC2=O)s1 (configuration not stated)	-14	13	3	4	1.4	11	2	7	-20
C/C(=N/NC(=O)c1ccncc1)c1c[nH]c2ccccc12	9	12	0	-3	1.1	0	-4	-1	-2
O=C(COC(=O)c1ccc2c(c1)S(=O)(=O)N=C1CCCCCN12)NCCc1ccc(F)cc1	1	8	2	-2	-2.0	3	17	12	-3
CCOc1ccc(C(=O)NCC(=O)OCC(=O)N2CCCC2)cc1	-1	-7	4	-8	2.6	-13	13	-2	-5
CCc1cccc(NC(=O)C2CCCN(c3cnccn3)C2)c1 (configuration not stated)	-3	-8	3	-6	-2.2	2	-3	-1	0
Cc1c(CN(C)C)c2c(n1C)C(=O)c1ccc(Br)cc1-2	-9	9	0	-3	2.6	2	10	7	-19
O=C(NCCOc1ccc(F)cc1)c1ccccc1SCc1ccccc1	4	-10	0	2	1.7	0	-5	4	11
COc1ccc(-n2nc(C)c3onc(C)c3c2=O)cc1	5	3	0	-1	0.7	4	-4	-7	0
CCN(CC)c1ccc(/C=N/NC(=O)Cc2ccc(OC)c(OC)c2)cc1	8	8	3	6	-0.1	2	-1	3	-6
COCCSc1nc(N)c2c3c(sc2n1)CN(C)CC3	0	-8	x	-1	0.8	-1	5	8	1
CC(C)(C)c1ccc(-c2nn(CCC#N)cc2/C=N/O)cc1	6	-4	2	32*	4.0	-4	25	-2	0
NC(=O)c1ccccc1NC(=O)CSc1nc2ccccc2c(=O)[nH]1	5	16	2	-1	0.9	2	2	9	4
Cc1ccc(CS(=O)Cc2ccc(C(=O)NCc3ccccc3Cl)o2)cc1 (configuration not stated)	0	5	3	4	1.1	-3	1	6	7
OCCC1CN(Cc2nc3ccc(F)cc3[nH]2)CCN1C1CCCC1 (configuration not stated)	2	-1	3	-3	-0.1	-3	2	4	-1
CC(=O)Nc1ccc(CN2CCC(CO)(CCOc3ccccc3)CC2)cc1	-7	5	0	-1	1.2	-4	1	0	-9
Cc1cccc(Oc2ccc(Cl)cc2N)c1	-8	-1	0	-1	3.4	2	4	-3	2
Cc1cc(S(=O)(=O)Nc2cccnc2)c(Cl)cc1Cl	-2	9	5	-1	-1.1	0	1	-3	4
CC(C)(C)c1ccc(S(=O)(=O)NCC2CCCO2)cc1 (configuration not stated)	7	2	x	-2	-1.9	-1	2	-2	6
COc1cccc(CC(CC(=O)O)C(=O)Nc2cc(C)ccc2C)c1 (configuration not stated)	3	2	0	-2	0.2	4	3	-2	-1
CCOc1ccc(-c2noc(CCCC(=O)NCC3CCCO3)n2)cc1OC (configuration not stated)	7	15	27	-3	1.8	1	3	-7	-3
COc1ccc(Nc2ncnc3c2c(C)c(C)n3CCCN(C)C)cc1	-3	1	0	0	1.6	-1	12	6	-8
CNS(=O)(=O)c1cccc(C(=O)OCC(=O)NCCCc2ccccc2)c1	2	10	4	-2	2.4	1	6	1	-1
C=CCn1c(=O)c2ccccc2n2c(SCC(=O)Nc3cc(C)on3)nnc12	5	9	1	-4	-0.1	-2	-30	0	7
O=C(O)c1cccc(Cl)n1	6	3	4	0	-0.8	-4	7	0	0
CC(C)OCCCNC(=O)CN1C(=O)CSc2ccc(S(=O)(=O)N3CCCCC3)cc21	-18	-6	1	-5	-0.1	0	-3	-8	-3
CC(C)(C)c1ccc(S(=O)(=O)NCc2ccccn2)cc1	4	12	0	-6	-2.7	-3	7	-5	11
CC(C)(C)N1CC(C(=O)Nc2ccc(S(=O)(=O)N3CCCCC3)cc2)CC1=O (configuration not stated)	2	4	1	-5	1.6	2	2	-4	0
COc1ccc(-c2nnc3ccc(SCC(N)=O)nn23)cc1OC	-1	6	0	-6	0.1	-2	13	0	4
COc1ccc(OC)c(NC2=C(Cl)C(=O)N(Cc3ccccc3)C2=O)c1	-10	-4	1	0	1.5	7	11	-2	0
COc1ccc2c(c1)[C@H]1[C@H](CO2)[C@H](c2ccccc2)[C@]2(C)C(=O)N(Cc3ccc(C)cc3)CC(=O)N12	4	11	2	x	x	x	-6	5	x
Cc1cccc2nc(CSc3ccc(Cl)cc3)cn12	0	9	0	6	-1.7	-8	8	0	-1
CCC(C)NC(=O)C1(O)c2ccccc2NC(=O)N1c1ccc(C)c(C)c1 (configuration not stated)	13	-1	0	-2	-1.0	1	4	1	3
CN(C)CCN(C(=O)c1ccc2c(c1)OCCO2)c1nc2c(Cl)cccc2s1	4	17	0	-2	1.4	0	1	4	1
COc1ccccc1NS(=O)(=O)c1cccc(C(=O)N/N=C/c2ccc(C)o2)c1	2	-25	3	1	1.0	1	5	7	-1
O=C(OCCN1C(=O)c2ccccc2C1=O)c1cc(S(=O)(=O)N2CCOCC2)ccc1Cl	9	-5	1	-1	-1.1	0	x	2	2
CCCC(=O)c1cc(-c2nc3ccccc3n2C)n(C)c1	6	4	0	-1	1.0	1	4	7	1
CC(C)NS(=O)(=O)c1ccc(CCC(=O)Nc2ccc3c(c2)OCCO3)cc1	3	6	1	3	-0.2	-1	4	8	1
Cc1ccc(CCNC(=O)C2CCC(=O)N2C(C)C)cc1 (configuration not stated)	-13	-1	1	-2	0.0	-1	-5	0	6
Cc1ccc(C(=O)Nc2ccc(Nc3ccccc3)cc2)cc1Br	-7	28	0	3	-1.9	3	-20	11	-1
CC1CC(=O)NN=C1c1ccc(N)c([N+](=O)[O-])c1 (configuration not stated)	-6	-21	0	-8	-7.5	7	-1	-2	-7
COc1ccc([C@H]2CC(=O)C=C(/C=C/c3ccc(C(F)(F)F)cc3)C2)cc1	-1	6	0	-1	2.8	x	1	-5	x

New compounds follow:
SMILES	proCasp7 act	VLA-4 inh	GRK2 aptamer HTS	PP1 inh	PP5 primary	Fh CTSL1 inh	GASC-1 inh	proCasp3 act	core dimer inh
FC(F)(F)c1cc(-c2ccccc2)nc(NC2CCCC2)n1	11	39	0	0	3.0	1	5	-7	-10
CCN1CCN(CC(=O)N2CCCC(C(=O)c3ccc(Oc4ccccc4)cc3)C2)CC1 (configuration not stated)	8	34	0	-2	1.1	-9	x	3	-5
Cc1cc(NC(=O)C2C3C(=O)N(Cc4ccc(Cl)cc4)C(C(=O)NC(C)(C)C)C34C=CC2(C)O4)no1 (configuration not stated)	3	1	1	-1	-1.6	1	24	13	3
c1ccc2nc3c(cc2c1)CCCCC3	2	-3	0	-4	1.9	-17	-8	9	-2
COc1ccc(CCNC(=O)CSc2nnc(-c3ccc(F)cc3)c3ccccc23)cc1OC	12	10	3	7	-2.6	1	-11	8	8
CCNC(=S)N/N=C(\C)c1cc2ccccc2o1	-5	25	2	0	-0.3	3	-11	-8	-6
COc1ccc(C)cc1S(=O)(=O)N(C)CC(=O)NC1CCCCCC1	5	12	1	0	2.2	-2	46	-2	3
CCN(CC)C(=O)c1ncn(C)c1C(=O)N(CC)CC	6	-3	2	x	x	x	-4	2	x
O=C(CSc1nnc(N2CCCC2)n1-c1ccccc1Cl)N1CCN(c2ccccn2)CC1	-3	0	4	-1	-0.3	x	x	0	x
COc1ccc(S(=O)(=O)N2CCCCC2)cc1NC(=O)c1cccs1	0	-2	3	0	1.6	-7	3	1	0
Cc1ccc(Cl)c(OCC(=O)Nc2cc(S(=O)(=O)N3CCOCC3)ccc2N2CCCC2)c1	7	9	0	-1	1.4	2	9	-4	12
CCn1cc(/C=C(\NC(=O)c2ccccc2OC)C(=O)NCCCn2ccnc2)c2ccccc21	2	2	0	-3	-1.0	5	-2	5	2
CCCCn1c(-c2ccccc2)nc2c(=O)n(C)c(=O)[nH]c21	4	-2	0	0	-0.5	6	1	0	-5
CCCn1nnnc1SCC(=O)N1CCCCC1	2	7	1	0	1.1	5	-60	6	-1
CC(Oc1ccc2c3c(c(=O)oc2c1)CCCC3)C(=O)NCCN1CCOCC1 (configuration not stated)	11	-1	0	-5	-1.5	1	1	-2	5
Cc1ccccc1CNC(=O)C1CCC(=O)N(Cc2cccc(F)c2)C1 (configuration not stated)	-1	5	0	3	3.8	-3	-1	1	0
